mIAP inh: mouse IAP inhibition; purified mouse IAP, CDP-Star luminescence, 30 min; inhibition, % at 10 µM; 0.2% of 330,000 active; AID 2806;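 active = inhibition of at least 40% at 10 µM in the primary screen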;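 note: plate controls were DMSO with enzyme for no effect and no enzyme wells for full effect; values of inactives mirror those of a sister screen read the other way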
hIAP activ: increases human intestinal alkaline phosphatase activity; purified human IAP, CDP-Star luminescence, 30 min; active compounds read high; 1 = vehicle-only enzyme, 0 = enzyme-free background; 0.16% of 330,000 active; P09923; activation factor at 10 µM;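 active = activation factor of the enzyme at least 2-fold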; note: the source names both 10 and 20 µM as test concentration; values of inactives mirror those of a sister screen read the other way
Target sequence (P09923 whole entry, looked up): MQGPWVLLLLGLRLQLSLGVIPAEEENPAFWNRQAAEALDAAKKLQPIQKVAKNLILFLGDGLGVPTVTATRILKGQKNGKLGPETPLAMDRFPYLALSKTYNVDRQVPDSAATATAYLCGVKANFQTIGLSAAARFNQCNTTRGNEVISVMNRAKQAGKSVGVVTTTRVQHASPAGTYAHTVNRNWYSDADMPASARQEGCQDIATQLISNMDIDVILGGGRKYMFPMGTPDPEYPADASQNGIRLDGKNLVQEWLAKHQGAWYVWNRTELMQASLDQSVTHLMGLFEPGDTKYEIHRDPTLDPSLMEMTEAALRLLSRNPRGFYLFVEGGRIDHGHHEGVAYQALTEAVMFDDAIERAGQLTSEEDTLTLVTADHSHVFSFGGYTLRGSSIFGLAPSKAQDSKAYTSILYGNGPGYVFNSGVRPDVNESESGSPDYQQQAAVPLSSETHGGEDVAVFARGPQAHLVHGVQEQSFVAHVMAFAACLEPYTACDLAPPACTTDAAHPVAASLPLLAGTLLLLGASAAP
NR3A LBD binder: modulates the human NR3A ligand-binding domain; NR3A LBD differential scanning fluorimetry, Tm shift; 0% = protein alone, 100% = glycine-bound protein; Tm shift relative to glycine control, % at 25 µM; 2.5% of 340,000 active;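 active = melting temperature shift of at least 10% of the positive control shift, at one fixed dose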
APOBEC3G inh: APOBEC3G (human) deaminase inhibition | Q9HC16 | recombinant A3G, ssDNA deamination FAM/TAMRA fluorescence | inhibition, % at 20 µM | AID 493012 | 0.28% of 330,000 active;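 active = inhibition of at least 40% at 20 µM, with no more than 30% in the related APOBEC3A deaminase screen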;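 note: plate controls were DMSO wells with A3G for no effect and wells lacking A3G enzyme for full effect; some compounds called inactive have numbers as strong as hits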
mIAP act: increases mouse intestinal alkaline phosphatase activity | muIAP, CDP-Star luminescence, 30 min; active compounds read high; 1 = vehicle-only enzyme signal, 0 = enzyme-free wells | activation factor at 10 µM | 0.24% of 330,000 active;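 active = activation factor of at least 2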; note: the source names both 10 and 20 µM as test concentration; values of inactives mirror those of a sister screen read the other way
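Assay system: mouse IAP enzyme / Compound: DMSO-dissolved test compounds / Timing: 30 min, room temperature / Measured by: luminescence from enzymatic CDP-Star hydrolysis / Control set: DMSO-only wells, enzyme-free buffer wells as negative control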
MPTP block: permeability transition pore inhibition | isolated mouse mitochondria, Ca2+ swelling absorbance, 30 min | inhibition, % at 10 µM | 1.4% of 360,000 active | AID 602449;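 active = inhibition of 50% or more, scaled per plate between neutral and stimulator controls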;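 note: 0% = DMSO wells given calcium and 100% = 1 mM EGTA wells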
hIAP inh: blocks human intestinal alkaline phosphatase; P09923; purified IAP, CDP-Star luminescence, 30 min; inhibition, % at 10 µM; 0.12% of 330,000 active; AID 2544;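 active = inhibition reaching a set limit with compound at 10 µM in the primary screen, cut at about 35% in these data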;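 note: plate controls were DMSO wells with enzyme for no effect and no-enzyme buffer wells for full effect; values of inactives mirror those of a sister screen read the other way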
A3A deaminase: inhibitors of human APOBEC3A DNA deaminase; inhibition, % at 20 µM; 0.41% of 330,000 active; recombinant A3A, FAM/TAMRA ssDNA deamination fluorescence;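 active = at least 40% inhibition at 20 µM here, with at most 30% in a related deaminase screen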;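 note: plate controls were A3A with DMSO for no effect and wells lacking A3A enzyme for full effect; some results filed as inactive read as strong as hits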
Target sequence (P31941 whole entry, looked up): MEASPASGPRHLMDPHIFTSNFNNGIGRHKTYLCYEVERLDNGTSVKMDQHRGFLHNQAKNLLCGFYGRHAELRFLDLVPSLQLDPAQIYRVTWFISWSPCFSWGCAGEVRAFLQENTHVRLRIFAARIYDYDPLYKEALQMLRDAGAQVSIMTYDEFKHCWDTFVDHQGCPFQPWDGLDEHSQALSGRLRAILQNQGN
beta cell repl: induces beta-cell replication in MIN6 cells; MIN6 cells proliferation, ATPlite luminescence, 48 h; cells starved in 0.2% serum; 100% = growth in 10% serum; proliferation, % at 10 µM; 0.29% of 330,000 active; AID 2380;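 active = compounds whose signal lies at least 3.5 SD above the mean of all wells on their plate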;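 note: 0% = DMSO-treated cells in low-serum medium and 100% = 10% serum control; some compounds called inactive have numbers as strong as hits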
Starred values were filed as active, the others as inactive; x = no result given; & = joins results of further samples.

canonical_smiles,mIAP inh,hIAP activ,NR3A LBD binder,APOBEC3G inh,mIAP act,MPTP block,hIAP inh,A3A deaminase,beta cell repl
COc1cccc(CNCCO)c1OCc1ccccc1Cl,3,1,1,-8,0.97,0.5,-3,-4,2
CCN(Cc1ccccc1)CC(O)COC(c1ccc(OC)cc1)c1ccc(OC)cc1 (centres undefined),1,1.1,-4,-4,0.99,79*,-7,7,-6
CC(c1ccco1)N(C(=O)COc1ccc(Cl)cc1Cl)c1ccccn1 (centres undefined),9,1.2,2,6,0.91,2.2,-16,2,-2
CC1CCC(=O)N(CCOc2ccccc2)CC1 (centres undefined),1,0.78,1,-8,0.99,0.2,22,-3,3
Cc1nc(-c2ccc(NS(=O)(=O)c3ccccc3)cc2)cs1,-2,1,-5,-6,1,2.2,0,-2,1
CC(=O)Nc1ccc(S(=O)(=O)NCCNS(=O)(=O)c2ccc(NC(C)=O)cc2)cc1,2,1.2,1,-33,0.98,1.4,-16,-1,-1
COc1ccc(CNCC(=O)Nc2sccc2C#N)cc1,7,0.95,-6,1,0.93,x,5,1,3
CS(=O)(=O)N1CCN(C(=O)C(Sc2ccccc2)c2ccccc2)CC1 (centres undefined),0,0.91,2,-5,0.99,0.0,9,-1,-2
Oc1c(C=C2N=c3ccccc3=N2)sc(=S)n1C1CCCCC1,16&17,0.93&0.82,-3&0,-11&-5,0.84&0.83,77*,7&18,-3&-3,-4&1
COCCN1CCN(Cc2nc(C3(c4ccc(C)cc4)CCCC3)no2)CC1,8,1.1,-1,-7,0.92,-1.8,-5,3,2
Cc1ccc(N2CCN(S(=O)(=O)N3CCCCC3)CC2)cc1Cl,3,1.2,1,-3,0.96,0.1,-17,1,-1
COc1ccc(NC(=O)NS(=O)(=O)c2ccc(C)cc2)c(OC)c1,5,0.88,-11,-6,0.95,0.3,12,-5,0
N=C(SC1CC(=O)N(c2ccc(F)cc2)C1=O)N1N=C(c2ccccc2)CC1c1ccccc1 (centres undefined),5,0.84,-1,12,0.95,-0.3,16,6,-2
CN(C)c1ccc(C(=S)N2CCNCC2)cc1,4,0.93,-1,-7,0.96,0.0,7,1,-2
COc1ccccc1CNC(=O)c1cc(-c2ccncc2)nc2c(Cl)cccc12,7,1.2,-3,-6,0.93,0.8,-25,-2,-2
Cc1cccn2c(=O)c(/C=C(\C#N)C(N)=O)c(Oc3ccccc3)nc12,2,0.98,1,-7,0.98,2.5,2,-5,4
O=C(Nc1ccc(Cl)c(Cl)c1)c1ccccc1NC(=O)C1CC=CCC1C(=O)O (centres undefined),-10,0.97,-4,2,1.1,0.3,3,0,-1
Cn1c(SCC(=O)NC2CCCc3ccccc32)nnc1C1CC1 (centres undefined),5,0.92,0,-2,0.95,1.4,8,0,-2
COc1cc([N+](=O)[O-])ccc1NC(=O)CN1CCc2cc(OC)c(OC)cc2C1,12,0.89,-2,-7,0.88,-0.1,11,0,5
C#CCN(C(=O)c1ccc(OC2CCN(C(=O)CCOC)CC2)cc1)C1CCCCC1,5,1.1,-2,-6,0.95,-0.6,-6,0,-1
Cn1c(CN2CCC(C(N)=O)CC2)c(C#N)c2ccccc21,5,0.91,0,-1,0.95,-0.8,9,-1,-3
CC(C)(C)c1csc(NC(=O)CSc2nc3ccccc3c(=O)[nH]2)n1,15,0.98,-1,-3,0.85,42,2,11,-3
CCn1c(CCC(N)=O)nnc1SCC(=O)Nc1cccc(S(=O)(=O)N2CCCC2)c1,1,0.9,0,-5,0.99,-2.0,10,1,6
Cc1ccc(N/C(CSC(N)=O)=N/S(=O)(=O)c2ccccc2)cc1,21,1,0,-6,0.79,-2.1,-2,-5,-4
CC(C)(C)c1cc(-c2n[nH]c(=S)n2-c2ccccc2F)n[nH]1,0,1.1,0,25,1,2.2,-12,-4,-1

Printed as active in MPTP block, of those listed so far:
smiles	mIAP inh	hIAP activ	NR3A LBD binder	APOBEC3G inh	mIAP act	MPTP block	hIAP inh	A3A deaminase
CCN(Cc1ccccc1)CC(O)COC(c1ccc(OC)cc1)c1ccc(OC)cc1 (centres undefined)	1	1.1	-4	-4	0.99	79*	-7	7
Oc1c(C=C2N=c3ccccc3=N2)sc(=S)n1C1CCCCC1	16&17	0.93&0.82	-3&0	-11&-5	0.84&0.83	77*	7&18	-3&-3

(listing goes on)
canonical_smiles,mIAP inh,hIAP activ,NR3A LBD binder,APOBEC3G inh,mIAP act,MPTP block,hIAP inh,A3A deaminase,beta cell repl
COCON1C(=O)CN(C(C)=O)C1c1ccc(Cl)cc1Cl (centres undefined),10,0.98,-1,-4,0.91,-0.7,2,-1,1
CCc1nn2c(NCCCO)cc(C)nc2c1-c1ccc(F)cc1,-3,1,2,-4,1,1.6,-4,-5,-3
Cc1nn(C(C)C(=O)NC2CCCCC2)c(=O)c2nn(-c3ccccc3)c(C)c12 (centres undefined),5,1.1,3,-6,0.95,-2.1,-7,-4,-3
COc1ccccc1N1CCN(c2ncnc3sc(C(=O)NCC4CCCO4)c(C)c23)CC1 (centres undefined),7,1.3,-2,-1,0.93,-1.7,-31,-1,3
COC(=O)c1ccccc1NC(=O)c1nc(S(=O)(=O)Cc2ccccc2)ncc1Cl,-2,0.93,-2,3,1,-2.5,7,-1,-8
COc1cccc(NC(=O)Cn2cc3c(n2)CCCCC3)c1,10,1,0,-3,0.9,-2.2,0,0,4
COCCCNC(=O)Cn1cnc2c(OCc3ccccc3)ncnc21,3,1.1,-2,-7,0.97,0.2,-13,-4,0
CCc1cc(C(=O)N2CCN(c3ccccc3OC)CC2)sc1C,2,0.92,0,-7,0.98,0.4,8,-3,0
CCn1c(=O)cc(N2CCN(Cc3ccccc3)CC2)[nH]c1=O,-12,1.3,-2,-5,1.1,-1.8,-34,-2,-2
CC(=O)c1ccc(N2CCN(C(=O)C3CCN(S(=O)(=O)c4ccc(F)cc4)CC3)CC2)cc1,2,0.97,0,-6,0.98,-1.2,3,0,-1
CN(C)CCSc1nnc2[nH]c3ccccc3c2n1,-1,0.96,-3,2,1,-0.3,4,0,0
Cc1nn2c(-c3ccccc3)c(-c3ccccc3)nc2[nH]c1=O,-7,1.1,20*,0,1.1,-0.5,-14,2,-2
O=c1c(-c2ccccc2)c1-c1ccccc1,-8,0.91,x,-3,1.1,x,9,5,-8
Cc1ccccc1OCCC(=O)OCC(=O)NC1CCCC1,-6,0.92,2,-12,1.1,0.5,8,-1,-2
CC(C)Cn1cnc2c1c(=O)n(CC(=O)Nc1ccc3c(c1)OCO3)c(=O)n2Cc1ccccc1,-14,0.95,2,-4,1.1,0.7,4,-1,0
Cc1cccc(CCNS(=O)(=O)c2ccc(S(=O)(=O)N3CCC(C)CC3)cc2)c1,4,1.1,-3,-6,0.96,-0.7,-14,-6,-2
COc1ccc(CNCCC(c2ccc(F)cc2)c2ccc(OC(C)C)cc2)cc1OC (centres undefined),1,1.2,-2,3,0.99,3.2,-16,3,-4
Cc1cc(C)n(C(=O)CNC(=O)/C=C/c2ccccc2)n1,2,0.91,0,-7,0.98,0.6,9,-4,1
O=C(NC12CC3CC(CC(C3)C1)C2)OCCNC1CCCCC1,-4,1.2,5,-6,1,1.9,-22,-3,-3
O=C(O)c1ccc(/C=N/n2c(C3CCCCC3)n[nH]c2=S)cc1,5,0.92,2,14,0.95,0.3,8,17,4
COc1ccc(CNC(=O)C2CCN(S(=O)(=O)c3ccc(Br)s3)CC2)cc1,-8,0.97,0,-6,1.1,0.8,3,2,0
CCN(C(=O)CSc1nnc(-c2ccccc2)n1C)C1CCS(=O)(=O)C1 (centres undefined),-3,1.1,0,-6,1,-1.3,-13,0,-4
COCC(C)NC(=O)C1CCN(S(=O)(=O)c2ccc3ccccc3c2)CC1 (centres undefined),-1,0.91,-1,-1,1,-0.6,9,4,4
Cc1cc(Cl)ccc1C(=O)C1CCCN(C(=O)c2ccc3ncccc3c2)C1 (centres undefined),-4,1.1,-3,0,1,-2.0,-12,-1,0
CC(C)(C)[C@@H]1COC(=O)[C@H](Cc2ccc(F)cc2)CC/C=C\C[C@@H](CC(=O)NCCO)C(=O)N1,-4,0.98,-1,-1,1,0.0,2,0,-2

Quoted at random: two compounds from above.
canonical_smiles,mIAP inh,hIAP activ,NR3A LBD binder,APOBEC3G inh,mIAP act,MPTP block,hIAP inh,A3A deaminase,beta cell repl
COCCCNC(=O)Cn1cnc2c(OCc3ccccc3)ncnc21,3,1.1,-2,-7,0.97,0.2,-13,-4,0
COc1ccc(CNC(=O)C2CCN(S(=O)(=O)c3ccc(Br)s3)CC2)cc1,-8,0.97,0,-6,1.1,0.8,3,2,0

Further structures
canonical_smiles,mIAP inh,hIAP activ,NR3A LBD binder,APOBEC3G inh,mIAP act,MPTP block,hIAP inh,A3A deaminase,beta cell repl
Cc1ccc(S(=O)(=O)NCC(=O)NC2CCCCCC2)cc1,-12,1.1,1,-4,1.1,0.5,-7,-2,-2
CCCN1CCC(NC(=O)C2CCCCC2C(=O)O)CC1 (centres undefined),3,0.97,-1,-4,0.97,-1.8,2,2,-3
CC(=O)Nc1ccc(S(=O)(=O)NCCCN2CCOCC2)cc1,-3,1,1,1,1,-0.7,-3,4,0
COC(=O)c1ccccc1NC(=O)N1CCN(S(C)(=O)=O)CC1,3,1.1,0,-10,0.97,-1.4,-11,-3,-1
COc1ccc(NC(=O)CN2CCCN(S(=O)(=O)c3ccc(F)cc3)CC2)c(OC)c1,2,1.1,0,-3,0.98,0.5,-8,1,2
COc1cc(OC)c2c(=O)cc(-c3ccccc3)oc2c1,-3,1,0,18,1,2.5,0,3,-1
Cc1ccc(NC(=O)CN2CCc3ccccc3C2)cc1C,0,0.9,-1,-6,1,0.6,10,-6,0
COC(=O)CCCC1=CC2=C(c3ccccc3)C(=O)C(C)(OC(=O)C3CCCC3)C(=O)C2=CN1C1CC1 (centres undefined),8,0.89,0,-5,0.92,0.1,11,-3,-1
CCOc1cc(CNCc2ccc3c(c2)OCO3)ccc1OC,-7,1.2,0,0,1.1,-1.1,-16,3,-5
COc1cccc(CN(C)C(=O)C2CCC(=O)N(Cc3cccc(F)c3)C2)c1 (centres undefined),0,0.84,-1,-4,1,-1.2,16,-1,2
N#Cc1c(N)nc2c(c1-c1ccc(Br)s1)CCCC2,-8,1.2,-2,-11,1.1,-1.1,-16,-4,0
O=C(N/N=C/c1cc([N+](=O)[O-])ccc1O)NC12CC3CC(CC(C3)C1)C2,1,1.1,8,-10,0.99,74*,-11,-5,-5
Fc1ccc(CN2CCCCCCC2)cc1F,5,0.92,1,-9,0.95,0.2,8,-1,2
CC(=O)c1ccc(OC(=O)C2CSC3(C)CCC(=O)N23)cc1 (centres undefined),-3,0.93,-1,2,1,-0.4,8,6,-2
O=[N+]([O-])c1cccc(S(=O)(=O)NCC2CC3CCC2C3)c1 (centres undefined),-1,0.99,1,-6,1,0.1,1,-4,1
COc1ccc(CN2C(=O)c3cccnc3C2=O)cc1S(=O)(=O)NCc1ccco1,2,1.2,2,-4,0.98,1.7,-18,-1,-1
O=C(COC(=O)c1ccc(O)cc1)Nc1ccc2c(c1)OCCO2,-11,1.1,-1,5,1.1,0.0,-7,6,-1
CC1(c2ccccc2Cl)NC(=O)N(CC(=O)Nc2ccc(N3CCOCC3)cc2)C1=O (centres undefined),1,1,2,-3,0.99,-2.6,-3,0,-2
CCn1cc(/C=C(/C#N)S(=O)(=O)c2ccccc2)cn1,10,0.97,-1,-3,0.9,-0.4,3,0,-1
O=C(O)c1ccc(N=Cc2c(O)ccc3ccccc23)cc1,-3,0.94,0,23,1,-0.4,6,-11,-3
COc1ccc(S(=O)(=O)NC2CC3CCC2C3)cc1Br (centres undefined),-12,1.1,0,-1,1.1,0.4,-7,-1,-1
